M4 ag – agonists of human muscarinic M4 receptor (CHRM4); CHO-K1 hM4/Gqi5, Fluo-8 calcium fluorescence; vehicle 0%, full acetylcholine response 100%; activation, % at 3 µM; actives 0.14% (n = 360,000); AID 624127;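 active means activation above the run mean over all test wells plus 3 SD, cut at about 32% in these data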;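 further: peak over basal fluorescence ratio per well then scaled between controls; 0% = DMSO wells and 100% = acetylcholine at EC100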
Target sequence (P08173 whole entry, looked up): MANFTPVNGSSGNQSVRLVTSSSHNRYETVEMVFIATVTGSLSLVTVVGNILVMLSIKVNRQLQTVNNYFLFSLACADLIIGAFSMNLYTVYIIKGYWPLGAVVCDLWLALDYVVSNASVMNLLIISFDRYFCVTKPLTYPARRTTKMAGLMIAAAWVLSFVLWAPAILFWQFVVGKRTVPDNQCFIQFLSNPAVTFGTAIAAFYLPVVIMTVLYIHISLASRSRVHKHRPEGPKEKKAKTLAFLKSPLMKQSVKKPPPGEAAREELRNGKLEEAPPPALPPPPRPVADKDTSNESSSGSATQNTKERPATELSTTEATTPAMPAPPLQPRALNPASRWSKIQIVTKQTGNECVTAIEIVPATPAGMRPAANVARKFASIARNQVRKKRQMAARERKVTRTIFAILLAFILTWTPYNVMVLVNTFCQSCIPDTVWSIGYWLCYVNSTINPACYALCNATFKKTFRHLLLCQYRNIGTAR
M1 ag parental – M1 agonist counterscreen hit in parental CHO-K1 cells. activation, % at 3 µM. AID 602248. Fluo-8 calcium fluorescence; scaled to maximal ATP response, vehicle zero. actives 0.48% (n = 360,000); in the data active means activation above about 15%;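 further: untransfected CHO-K1 host cells lacking M1 receptor as counterscreen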
M1 PAM – human CHRM1 positive allosteric modulation; P11229; CHO-K1 hM1, Fluo-8 calcium fluorescence, ACh EC20; 0% = ACh EC20, 100% = maximal ACh; activation, % at 3 µM; actives 0.088% (n = 360,000); AID 588819; in the data active means activation above about 19%, passing the limit was not always enough
Target sequence (P11229 whole entry, looked up): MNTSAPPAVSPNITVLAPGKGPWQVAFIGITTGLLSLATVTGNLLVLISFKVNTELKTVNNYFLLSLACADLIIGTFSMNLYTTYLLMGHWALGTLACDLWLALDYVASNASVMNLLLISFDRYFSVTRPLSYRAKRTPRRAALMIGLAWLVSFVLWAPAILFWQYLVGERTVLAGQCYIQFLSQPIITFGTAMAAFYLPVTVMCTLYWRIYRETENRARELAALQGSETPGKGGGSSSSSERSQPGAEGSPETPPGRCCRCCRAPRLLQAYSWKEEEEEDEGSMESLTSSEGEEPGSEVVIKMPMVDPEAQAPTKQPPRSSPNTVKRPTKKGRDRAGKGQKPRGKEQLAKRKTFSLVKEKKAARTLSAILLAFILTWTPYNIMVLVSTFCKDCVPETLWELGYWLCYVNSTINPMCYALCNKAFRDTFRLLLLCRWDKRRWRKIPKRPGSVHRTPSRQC
OXTR potentiator – human OXTR potentiation. actives 0.061% (n = 320,000). CHO-OTR cells, Fluo-8 calcium fluorescence, potentiator mode; 0% = oxytocin EC15, 100% = EC100. activation, % at 3 µM. P30559;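 active means activation above that plate's cutoff, the mean activation of tested compounds plus 3 SD, cut at about 6.6% in these data, passing the limit was not always enough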;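 further: 100% uses oxytocin at 75 nM as the full agonist control; some results filed as inactive read as strong as hits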
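System: human OTR in CHO cells / Also added: sub-maximal oxytocin, roughly EC15 / Control set: EC15 oxytocin low, 75 nM oxytocin high / Schedule: 6 min compound pre-incubation at room temperature, 100 s kinetic read / Compound: single-point 3.0 µM / Replication: singlicate / Technique: Fluo-8 calcium dye fluorescence / Read-out basis: % activation of max/min ratio relative to oxytocin controls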
CHO parental Ca – counter-screen for OX1R antagonists: effect in parental CHO cells; parental CHO-K1, ATP-induced calcium, Fluo-8 fluorescence; inhibition, % at 5.6 µM; actives 0.63% (n = 330,000);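 active means inhibition above that plate's mean sample inhibition plus 3 SD, cut at about 26% in these data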;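 further: 0% = ATP-challenged DMSO wells and 100% = DMSO wells without ATP; some compounds past the cut are filed as inactive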
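Material: parental CHO cells / Compound: single nominal dose of 5.6 µM per compound / Signal: Fluo-8 fluorescence / Replicates: singlicate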
CHRM1 agonist – human M1 muscarinic receptor agonism | P11229 | CHO-K1 hM1, Fluo-8 calcium fluorescence, agonist mode; 0% DMSO, 100% acetylcholine EC100 | activation, % at 3 µM | actives 0.33% (n = 360,000) | AID 588814;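 active means activation above the run's mean compound activation plus 3 SD, cut at about 16% in these data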;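 further: peak over basal fluorescence ratio within a 140 s kinetic read after compound addition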
CHO-K1 Ca antag – M1 antagonist counterscreen hit in parental CHO-K1 cells; actives 0.6% (n = 360,000); ATP-induced calcium, Fluo-8 fluorescence; inhibition, % at 3 µM;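 active means inhibition above a per-plate cutoff, the plate's mean sample inhibition plus 3 SD, cut at about 24% in these data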;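 further: 0% = DMSO plus EC80 ATP and 100% = DMSO alone without ATP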
CHRM1 antagonist – antagonists of human M1 muscarinic receptor. CHO-K1 hM1, Fluo-8 calcium fluorescence, ACh EC80 antagonist. inhibition, % at 3 µM. AID 588852. P11229. actives 1.3% (n = 360,000);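 active means percent inhibition above its own plate's cutoff, namely the mean of that plate's compound wells plus 3 SD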;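 further: peak over basal fluorescence ratio during 140 s after agonist addition; 0% = ACh EC80 plus DMSO and 100% = DMSO alone without agonist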
M4 antag – CHRM4 antagonism in calcium assay | actives 0.73% (n = 360,000) | AID 624125 | CHO-hM4 cells, ACh EC80, Fluo-8 calcium fluorescence | inhibition, % at 3 µM | P08173;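 active means inhibition above its plate's cutoff, the mean inhibition of sample wells plus 3 SD, cut at about 27% in these data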;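 further: 0% = acetylcholine EC80 with DMSO and 100% = DMSO without agonist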
An asterisk follows results filed as active.

Results for COc1cc(/C=C2\SC(=O)N(c3cccc(Cl)c3)C2=O)cc([N+](=O)[O-])c1O ?
M4 ag: -0.1; M1 ag parental: 0.6; M1 PAM: 11.5; CHRM1 agonist: -10.5; CHO-K1 Ca antag: -16.9; CHRM1 antagonist: -4.6; M4 antag: -8.7

What do the screens show for `COc1cc(-c2nnc(CSc3nnc(N)s3)o2)cc(OC)c1OC`?
M4 ag: 0.3; M1 ag parental: 0.1; M1 PAM: 2.6; OXTR potentiator: -8.8; CHO parental Ca: -11.5; CHRM1 agonist: -5.3; CHO-K1 Ca antag: 2.9; CHRM1 antagonist: -3.9; M4 antag: 8.0

How did CN1CCN(S(=O)(=O)c2ccc3c(c2)OCCO3)CC1 do in these assays?
M4 ag: 0.4; M1 ag parental: -0.2; M1 PAM: 6.0; OXTR potentiator: -11.5; CHO parental Ca: 8.3; CHRM1 agonist: -3.6; CHO-K1 Ca antag: -7.7; CHRM1 antagonist: -11.5; M4 antag: 2.6

Results for COC(=O)C1=C(C)N(CCC2=CCCCC2)C(=O)C1 ?
M4 ag: 0.1; M1 ag parental: 0.1; M1 PAM: 8.1; OXTR potentiator: -5.2; CHO parental Ca: -14.2; CHRM1 agonist: -1.0; CHO-K1 Ca antag: 1.8; CHRM1 antagonist: -11.3; M4 antag: -7.7

How did N/C(=N\OC(=O)c1ccc2c(c1)OCO2)c1ccc(Cl)cc1 do in these assays?
M4 ag: 1.0; M1 ag parental: 3.6; M1 PAM: -5.8; OXTR potentiator: -2.4; CHO parental Ca: -8.5; CHRM1 agonist: -4.0; CHO-K1 Ca antag: 7.8; CHRM1 antagonist: 10.9; M4 antag: 1.5

Results for CC1Cc2ccccc2N1C(=O)COC(=O)c1ccc(N(C)C)cc1 (stereo not given) ?
M4 ag: 0.5; M1 ag parental: 0.3; M1 PAM: -3.6; OXTR potentiator: -10.2; CHO parental Ca: -12.3; CHRM1 agonist: -7.4; CHO-K1 Ca antag: -17.7; CHRM1 antagonist: -2.0; M4 antag: 5.6

What do the screens show for `c1ccc2c(c1)oc1c(-c3cccc4nccn34)cccc12`?
M4 ag: 0.9; M1 ag parental: 0.7; M1 PAM: 4.5; CHRM1 agonist: -4.5; CHO-K1 Ca antag: -15.2; CHRM1 antagonist: -10.3; M4 antag: -22.1

What do the screens show for `CC(=O)N1CCOc2ccc(S(=O)(=O)NC[C@H]3O[C@@H](n4ccc(=O)[nH]c4=O)[C@H](O)[C@@H]3O)cc21`?
M4 ag: -0.1; M1 ag parental: 0.0; M1 PAM: 0.9; CHRM1 agonist: -3.1; CHO-K1 Ca antag: 2.4; CHRM1 antagonist: -2.4; M4 antag: 1.8

How did CS(=O)(=O)N(CC(=O)NCc1ccc2c(c1)OCO2)C1CCCCC1 do in these assays?
M4 ag: 1.4; M1 ag parental: 0.6; M1 PAM: -4.8; OXTR potentiator: -3.0; CHO parental Ca: -4.5; CHRM1 agonist: -6.9; CHO-K1 Ca antag: 4.7; CHRM1 antagonist: 0.8; M4 antag: -2.8

What do the screens show for `CCOC(=O)N1CCN(C(=O)CSc2nc(=O)n3cc(C)ccc3n2)CC1`?
M4 ag: 0.7; M1 ag parental: 0.0; M1 PAM: 15.2; OXTR potentiator: -4.8; CHO parental Ca: -0.6; CHRM1 agonist: -0.2; CHO-K1 Ca antag: -6.6; CHRM1 antagonist: -1.9; M4 antag: -7.8

How did O=C(N/N=C/c1c(O)n(Cc2ccccc2)c(=O)c2ccccc12)c1cccnc1 do in these assays?
M4 ag: -0.1; M1 ag parental: 1.3; M1 PAM: 5.5; OXTR potentiator: -0.5; CHO parental Ca: -9.9; CHRM1 agonist: 2.1; CHO-K1 Ca antag: -8.4; CHRM1 antagonist: 6.7; M4 antag: 2.4

What do the screens show for `Cc1ccc(/C=N/n2c(-c3ccccn3)n[nH]c2=S)o1`?
M4 ag: 1.1; M1 ag parental: 0.5; M1 PAM: 7.7; OXTR potentiator: -2.9; CHO parental Ca: 0.2; CHRM1 agonist: -2.4; CHO-K1 Ca antag: -4.1; CHRM1 antagonist: -16.6; M4 antag: -2.1

Results for COc1cccc([C@@H]2Oc3ccc(OC)cc3C(=O)[C@H]2O)c1 ?
M4 ag: 2.0; M1 ag parental: 0.6; M1 PAM: -3.9; OXTR potentiator: 0.1; CHO parental Ca: 4.3; CHRM1 agonist: -3.2; CHO-K1 Ca antag: -4.8; CHRM1 antagonist: 13.0; M4 antag: 3.1

How did CN(C/C=C/c1ccccc1[N+](=O)[O-])Cc1ccccc1 do in these assays?
M4 ag: 0.3; M1 ag parental: -0.2; M1 PAM: -29.7; OXTR potentiator: -4.1; CHO parental Ca: -13.3; CHRM1 agonist: -9.6; CHO-K1 Ca antag: -6.2; CHRM1 antagonist: 55.3*; M4 antag: 35.3*

How did O=C(COc1ccc2oc(-c3ccccc3)cc(=O)c2c1)NCc1ccco1 do in these assays?
M4 ag: 4.3; M1 ag parental: 3.5; M1 PAM: -5.2; OXTR potentiator: -12.3; CHO parental Ca: -11.0; CHRM1 agonist: -3.9; CHO-K1 Ca antag: 6.1; CHRM1 antagonist: 5.5; M4 antag: 3.7

How did O=C(CNC(=S)N(CCCN1CCOCC1)Cc1cccs1)NCc1ccccc1Cl do in these assays?
M4 ag: 2.0; M1 ag parental: 1.1; M1 PAM: -2.1; OXTR potentiator: -6.7; CHO parental Ca: -25.4; CHRM1 agonist: -5.6; CHO-K1 Ca antag: -7.3; CHRM1 antagonist: -7.0; M4 antag: -7.4

How did OCCC1CN(Cc2cccn2-c2cccnc2)CCN1Cc1ccc(F)cc1 (stereo not given) do in these assays?
M4 ag: -0.3; M1 ag parental: 0.1; M1 PAM: 9.5; OXTR potentiator: 2.9; CHO parental Ca: -16.2; CHRM1 agonist: -11.9; CHO-K1 Ca antag: -16.1; CHRM1 antagonist: -6.2; M4 antag: -2.4

How did O=C(NCCc1ccc2c(c1)OCO2)C1CCN(S(=O)(=O)c2ccc(Cl)cc2)CC1 do in these assays?
M4 ag: 11.1; M1 ag parental: 5.3; M1 PAM: 0.8; OXTR potentiator: -8.5; CHO parental Ca: -8.4; CHRM1 agonist: -4.1; CHO-K1 Ca antag: -21.4; CHRM1 antagonist: -4.6; M4 antag: -2.1

What do the screens show for `O=C(O)c1cc(-c2ccc(-c3ccc(F)cc3)o2)nc2ccccc12`?
M4 ag: 0.6; M1 ag parental: 0.3; M1 PAM: 13.6; OXTR potentiator: -7.1; CHO parental Ca: -4.3; CHRM1 agonist: -1.6; CHO-K1 Ca antag: 14.7; CHRM1 antagonist: -11.1; M4 antag: 5.6

How did CCN(CC)S(=O)(=O)c1cc(C(=O)Nc2ccccn2)ccc1C do in these assays?
M4 ag: 1.1; M1 ag parental: 1.5; M1 PAM: 1.5; OXTR potentiator: -7.7; CHO parental Ca: -19.0; CHRM1 agonist: -4.6; CHO-K1 Ca antag: -11.0; CHRM1 antagonist: -9.6; M4 antag: 6.4

Results for O=C(CCN1C(=O)c2cccc([N+](=O)[O-])c2C1=O)NC1CCCCCC1 ?
M4 ag: 0.8; M1 ag parental: -0.3; M1 PAM: 5.1; OXTR potentiator: 2.4; CHO parental Ca: -7.3; CHRM1 agonist: -3.4; CHO-K1 Ca antag: -13.1; CHRM1 antagonist: -5.7; M4 antag: 1.0

Results for CN1CCOCCOc2ccccc2OCCOCC1 ?
M4 ag: 3.4; M1 ag parental: 1.4; M1 PAM: -0.8; OXTR potentiator: -0.8; CHO parental Ca: 2.6; CHRM1 agonist: -1.5; CHO-K1 Ca antag: -3.9; CHRM1 antagonist: 4.1; M4 antag: -3.3

Results for O=C(NCCc1ccc(Cl)cc1)C1COc2ccccc2O1 (stereo not given) ?
M4 ag: 1.2; M1 ag parental: 0.2; M1 PAM: 13.3; OXTR potentiator: -9.3; CHO parental Ca: -3.2; CHRM1 agonist: -3.4; CHO-K1 Ca antag: -15.6; CHRM1 antagonist: -14.9; M4 antag: -23.7

What do the screens show for `CCn1ccnc1CN(C)C(=O)C1CCC(=O)N(CCc2cccc(F)c2)C1` (stereo not given)?
M4 ag: 0.8; M1 ag parental: 0.3; M1 PAM: -1.4; OXTR potentiator: -13.0; CHO parental Ca: 12.3; CHRM1 agonist: -3.4; CHO-K1 Ca antag: 19.2; CHRM1 antagonist: -6.2; M4 antag: 3.5

How did CC1CC(C)CN(S(=O)(=O)c2ccc3c(c2)CC(C)N3C(=O)C2CCC2)C1 (stereo not given) do in these assays?
M4 ag: 2.0; M1 ag parental: -0.1; M1 PAM: -8.7; OXTR potentiator: -18.8; CHO parental Ca: -4.4; CHRM1 agonist: -5.7; CHO-K1 Ca antag: -15.9; CHRM1 antagonist: 0.2; M4 antag: 3.3

What do the screens show for `O=C(NC(=S)NCc1ccccc1)c1ccc2c(c1)OCO2`?
M4 ag: -0.8; M1 ag parental: 0.4; M1 PAM: -1.5; OXTR potentiator: -6.0; CHO parental Ca: -19.5; CHRM1 agonist: -7.8; CHO-K1 Ca antag: -6.5; CHRM1 antagonist: -0.5; M4 antag: -6.3

How did COC(=O)Cc1ccc(NC(=O)c2ccc3c(c2)C(=O)N(Cc2cccnc2)C3=O)cc1 do in these assays?
M4 ag: 2.6; M1 ag parental: 1.0; M1 PAM: 7.5; OXTR potentiator: -5.9; CHO parental Ca: -2.6; CHRM1 agonist: 2.2; CHO-K1 Ca antag: -4.2; CHRM1 antagonist: -7.9; M4 antag: -6.8

How did CSC1=NCCN1C(=O)c1ccc2ccccc2c1 do in these assays?
M4 ag: 1.6; M1 ag parental: 1.0; M1 PAM: 3.4; OXTR potentiator: 3.1; CHO parental Ca: 5.4; CHRM1 agonist: -4.7; CHO-K1 Ca antag: -16.4; CHRM1 antagonist: 3.5; M4 antag: 0.7

What do the screens show for `COc1ccc(OCc2n(CC(=O)OC3CC(C)CCC3C(C)C)c3ccccc3[n+]2C)cc1` (stereo not given)?
M4 ag: 3.3; M1 ag parental: 2.1; M1 PAM: -21.9; OXTR potentiator: -0.1; CHO parental Ca: 22.2; CHRM1 agonist: -5.4; CHO-K1 Ca antag: 8.4; CHRM1 antagonist: 38.6*; M4 antag: 26.1

How did Cc1nc(N2CCN(S(=O)(=O)c3ccc(F)cc3)CC2)c2c(C)c(C)sc2n1 do in these assays?
M4 ag: 0.6; M1 ag parental: -0.3; M1 PAM: -1.1; OXTR potentiator: -2.2; CHO parental Ca: -17.8; CHRM1 agonist: -2.2; CHO-K1 Ca antag: -6.3; CHRM1 antagonist: 3.7; M4 antag: -3.3

Results for COc1ccc(Cl)cc1C(=O)NNC(=S)NC1CCCC1 ?
M4 ag: 0.7; M1 ag parental: 0.8; M1 PAM: 6.2; OXTR potentiator: -13.4; CHO parental Ca: -14.8; CHRM1 agonist: -3.5; CHO-K1 Ca antag: -15.4; CHRM1 antagonist: -3.8; M4 antag: -2.0

What do the screens show for `COc1ccc2c(=O)c(-c3nc(C)cs3)coc2c1`?
M4 ag: 0.7; M1 ag parental: 0.1; M1 PAM: -0.2; OXTR potentiator: 4.2; CHO parental Ca: -17.1; CHRM1 agonist: -2.8; CHO-K1 Ca antag: -1.5; CHRM1 antagonist: -12.3; M4 antag: -10.2

Screens deposited in PubChem by The Scripps Research Institute Molecular Screening Center.
